High-throughput results as filed in PubChem.
bIAP inh: blocks bovine intestinal alkaline phosphatase activity; inhibition, % at 20 µM; 190,000 tested, under 10 active; purified bovine IAP, CDP-star luminescence, 30 min;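 active = over 50% inhibition of intestinal alkaline phosphatase at 20 µM in the single-dose screen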
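System: Purified bovine intestinal alkaline phosphatase (IAP) enzyme | Input: IAP diluted 1/65,000,000 in the well | Also added: CDP-star chemiluminescent phosphatase substrate, 30 µM final | Dosing: 20 µM single dose | Times: Enzyme reaction for 30 min at room temperature | Detection: Luminescence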
STAT3 inh: STAT3 signaling inhibition; U3A cells, IL-6 STAT3-luciferase reporter, luminescence; host cell line lacks STAT1; inhibition, % at 5.5 µM; 190,000 tested, 0.89% active;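 active = inhibition above the mean inhibition across all screened compounds plus 3 SD, cut at about 44% in these data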;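 also: 0% = DMSO only wells and 100% = 100 µM nifuroxazide control wells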
PPARg SRC2 recr: agonists of SRC-2 recruitment by human PPARgamma | 200,000 tested, 0.34% active | activation, % at 8 µM | PPARgamma LBD-SRC-2 recruitment, biochemical; in the data active = activation above about 22%;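 also: 0% = vehicle and 100% = reference agonist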
PPARg SRC-1 ag: agonists of human PPARgamma SRC-1 coactivator recruitment | PPARgamma-SRC-1 coactivator recruitment biochemical assay | activation, % at 8 µM | 200,000 tested, 0.41% active | AID 631; in the data active = activation above about 19%;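 also: 0% = DMSO and 100% = reference agonist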
STAT3 activator: STAT3 signaling activation. U3A cells, IL-6 STAT3-luciferase reporter, luminescence; 100% = signal with IL-6 EC80 alone. activation (% of control), % at 5.6 µM. 190,000 tested, 0.91% active. AID 871;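 active = activation above the screen-wide mean of compound activation plus 3 SD, cut at about 130% in these data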;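 also: 0% = background luminescence of wells with medium and substrate only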
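Assay system – human STAT1-deficient U3A cells with stable STAT3-luciferase reporter · Also added – IL-6 (33 ng/mL) · Schedule – compound 1 h, then IL-6 6 h at 37 °C · Technique – reporter luminescence signal · Evaluation – % activation versus median of IL-6-stimulated wells · Benchmarks – IL-6-only wells as 100% reference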
STAT1 blocker: reduces IFN-gamma driven STAT1 reporter signal. NIH 3T3 STAT1-luciferase reporter, luminescence. inhibition, % at 5.5 µM. 200,000 tested, 0.35% active. AID 920;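 active = inhibition above a set limit, the mean inhibition across all tested compounds plus 3 SD, cut at about 34% in these data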;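 also: 0% = IFN-gamma with DMSO and 100% = IFN-gamma with 300 µM nifuroxazide; values of inactives mirror those of a sister screen read the other way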
TR-FRET SRC-2 ct: counter-screen for PPARgamma SRC-2 recruitment agonists: TR-FRET artefact; TR-FRET ratio at 8 µM; 200,000 tested, 0.4% active; hits give high values; in the data active = TR-FRET ratio above about 2000; also: inactives centre near 1500
ROMK mod: modulates human ROMK potassium channel activity. P48048. Tet-inducible ROMK, thallium flux fluorescence; actives lie on both sides. B-score at 10 µM. 130,000 tested, 2% active;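 active = signal ratio slope over the read window, or its plate-corrected B-score, at least 3 SD from the plate mean, either direction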;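 also: B-score of the F/F0 ratio slope over 7 to 12 s after thallium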
Target sequence (P48048 whole entry, looked up): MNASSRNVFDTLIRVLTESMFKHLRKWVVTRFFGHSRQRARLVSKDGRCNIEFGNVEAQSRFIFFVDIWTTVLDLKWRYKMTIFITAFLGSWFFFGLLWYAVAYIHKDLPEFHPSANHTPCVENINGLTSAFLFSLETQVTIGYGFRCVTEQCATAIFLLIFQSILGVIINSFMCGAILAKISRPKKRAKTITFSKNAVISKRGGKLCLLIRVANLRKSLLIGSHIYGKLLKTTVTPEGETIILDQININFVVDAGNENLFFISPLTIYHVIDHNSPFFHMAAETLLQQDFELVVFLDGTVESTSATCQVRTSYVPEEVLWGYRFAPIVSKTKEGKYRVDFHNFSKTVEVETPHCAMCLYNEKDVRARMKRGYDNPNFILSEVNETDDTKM
TNAP act hi DEA: increases human TNAP activity under high phosphate acceptor concentration. P05186. activation factor at 20 µM. 200,000 tested, under 10 active. purified TNAP, CDP-star luminescence, 1 M DEA, 30 min; hits give high values; 0 = EDTA background, 1 = DMSO-only activity;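 active = activation factor at least 2 at 20 µM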
Target sequence (P05186 whole entry, looked up): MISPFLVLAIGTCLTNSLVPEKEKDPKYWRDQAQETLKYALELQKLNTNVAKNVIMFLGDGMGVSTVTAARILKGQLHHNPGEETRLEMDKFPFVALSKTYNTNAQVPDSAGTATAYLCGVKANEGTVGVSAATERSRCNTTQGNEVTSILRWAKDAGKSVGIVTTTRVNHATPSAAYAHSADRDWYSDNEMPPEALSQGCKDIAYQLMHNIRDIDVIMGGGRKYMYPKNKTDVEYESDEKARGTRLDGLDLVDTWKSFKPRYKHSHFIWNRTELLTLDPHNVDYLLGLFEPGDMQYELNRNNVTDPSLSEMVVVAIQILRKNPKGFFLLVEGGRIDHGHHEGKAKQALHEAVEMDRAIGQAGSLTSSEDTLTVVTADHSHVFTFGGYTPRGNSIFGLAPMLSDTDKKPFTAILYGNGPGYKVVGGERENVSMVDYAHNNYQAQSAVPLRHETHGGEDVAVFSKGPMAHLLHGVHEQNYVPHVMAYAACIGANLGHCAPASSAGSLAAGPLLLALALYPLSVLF
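Test system – human TNAP · Doses – 20 µM single point · Incubation – 30 min, room temperature · Signal – luminescent substrate turnover signal · Read-out basis – activation factor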
PPARg SRC3 recr: promotes SRC-3 coactivator recruitment by human PPARgamma. P37231. biochemical PPARgamma/SRC-3 coactivator recruitment assay. activation, % at 8 µM. 200,000 tested, 0.26% active. AID 731; in the data active = activation above about 23%;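 also: 0% = DMSO and 100% = reference agonist; some compounds past the cut are filed as inactive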
bIAP activator: increases bovine intestinal alkaline phosphatase activity; purified bovine IAP, CDP-star luminescence, 30 min; hits give high values; fold of DMSO-control signal, blank-subtracted; activation factor at 20 µM; 200,000 tested, 0.17% active; AID 1016;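 active = activation factor of 2 or more at 20 µM, a signal rise over negative controls twice the positive control's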
* hit, by the source's call; nt = not tested or not shown.

Second line of a record – bIAP inh	STAT3 inh	PPARg SRC2 recr	PPARg SRC-1 ag	STAT3 activator	STAT1 blocker	TR-FRET SRC-2 ct	ROMK mod	TNAP act hi DEA	PPARg SRC3 recr	bIAP activator
> Fc1ccccc1CNC1CN2CCC1CC2 (stereo not drawn)
  7.9	3.4	7.0	2.1	99.1	-8.2	1475	1.05	1.1	-6.1	0.9
> COc1cccc(N2C(=O)NC(=O)/C(=C/c3ccc4c5c(cccc35)CC4)C2=O)c1
  -1.7	-1.4	-0.3	-7.5	104.4	9.5	1455	-0.101	1.1	4.3	1
> CC1(C)CC(=O)C(C=NCCN2CCN(C(=O)Cc3ccccc3)CC2)=C(O)C1
  4.0	2.4	2.0	4.9	101.2	-6.0	1490	nt	1	-8.6	1
> CCCCCn1c(N)c(C(=O)NCCN2CCOCC2)c2nc3ccccc3nc21
  -29.3	3.6	4.3	5.7	102.4	-2.2	1640	0.0717	1.1	-10.1	1.3
> CN1C(=O)N(C)C(=O)C(CCc2ccccn2)(CCc2ccccn2)C1=O
  -7.4	11.2	-4.8	-4.3	98.8	7.4	1490	nt	1	-5.3	1.1
> CCOC(=O)c1cc(C)n(CCc2cnc[nH]2)c1C
  -37.0	1.6	2.7	-8.4	104.1	-8.7	1380	nt	1	-2.5	1.4
> FC(F)(F)c1ccc2c(c1)NP(=S)(N1CCOCC1)c1nccn1-2 (stereo not drawn)
  -2.4	3.6	8.3	-0.5	102.4	-3.1	1380	-0.0921	1	-6.5	1
> CC1(C)CN=C(Nc2ccccc2C(F)(F)F)S1
  14.2	-8.7	4.1	5.5	109.2	7.2	1586	-1.58	1	-2.6	0.9
> CCN(CC)CCN=Cc1c(O)n(CCC2=CCCCC2)c(=O)[nH]c1=O
  11.4	-2.3	-1.8	-0.4	105.4	-1.8	1414	nt	1	-2.0	0.9
> COCCOC(=O)c1c(N)n(Cc2ccc(OC)cc2)c2nc3ccccc3nc12
  -5.6	-16.0	5.6	1.0	119.6	4.2	1510	nt	1	-1.2	1.1
> Cc1c(N=Cc2c(O)n(Cc3ccccc3)c(=O)[nH]c2=O)c(=O)n(-c2ccccc2)n1C
  4.0	-6.8	-4.0	13.2	109.3	2.4	1569	0.97	1.1	-2.9	1
> COc1ccc(NC(=S)NC(NC(=O)CF)C(Cl)(Cl)Cl)c([N+](=O)[O-])c1 (stereo not drawn)
  -6.2	-5.6	-7.3	-8.8	104.8	-5.5	1376	-3.05	1	-1.6	1.1
> O=C1c2ccccc2C(=O)N1Cc1nc2ccccc2c(=O)n1-c1ccccn1
  12.1	-6.3	4.6	-8.8	107.4	-5.9	1387	nt	1	1.6	0.9
> O=c1c2cc(Cl)cc(Cl)c2nc(CN2CCOCC2)n1-c1ccccc1F
  0.7	-2.8	-10.0	0.2	104.5	1.8	1260	nt	1	-11.3	1
> NC(CC(=O)O)C1CCCCC1 (stereo not drawn)
  -17.4	11.3	-0.5	15.5	96.9	-5.9	1400	-0.0206	1	4.0	1.2
> CCCCn1c(O)c(C=Nc2c(C)n(C)n(-c3ccccc3)c2=O)c(=O)[nH]c1=O
  -1.2	-2.8	0.6	10.6	105.1	9.6	1738	-0.256	1	17.5	1
> CC/C(=N\N1CCCCCC1)c1c(O)n(-c2ccc(C)cc2)c(=O)[nH]c1=O
  4.9	7.3	15.2	2.7	90.6	-2.8	1610	nt	1	5.7	1
> CCN(CC)C(=O)c1ccc(NC(=O)CSc2nnnn2-c2cc(OC)ccc2OC)cc1
  -2.9	30.6	10.3	10.0	81.5	9.3	1639	nt	1	12.3	1
> NCCc1c[nH]c2ccc(F)cc12
  -0.3	0.2	1.4	-2.5	102.1	5.3	1517	-0.593	1	-3.6	1
> CCCCN=Cc1c(O)n(-c2c(C)cc(C)cc2C)c(=O)[nH]c1=O
  5.3	9.2	5.3	3.1	95.5	-2.0	1467	nt	1	-12.3	0.9
> CN(C)C(=O)Oc1ccc2ccccc2c1Cl
  9.4	-14.5	16.3	7.4	116.4	-8.5	1806	0.0585	1	13.9	0.9
> CCOC(=O)C1=C(N)OC2=C(C(=O)CCC2)C12C(=O)N1c3c(ccc(C)c32)C(C)=CC1(C)C (stereo not drawn)
  2.7	6.0	4.4	-0.1	98.6	2.5	1691	-5.89*	1	0.9	1
> CCOc1cccc(OCC)c2c(C)[n+](CC3CCCO3)c(C)c1-2 (stereo not drawn)
  18.9	-10.9	4.3	14.4	106.3	-1.1	1484	-0.00363	1	-4.0	0.8
> COC(=O)c1ccccc1-n1c(C)nc2ccccc2c1=O
  7.5	4.2	-4.0	-3.3	100.5	12.4	1341	nt	1	-14.4	0.9
> Cc1nn(Cc2ccccc2)c(Cl)c1C(=O)OCC(=O)N1CCCC1
  -11.5	6.5	-4.1	1.5	101.9	-6.1	1474	-1.04	1	-1.3	1.1
> CCc1c(C)nc(N)nc1N1N=C1SC(C(C)=O)C(C)=O
  -14.0	1.7	1.7	1.5	100.5	-2.5	1572	-0.0707	1	-2.2	1.1
> O=C(N/N=C/c1c(O)n(CCC2=CCCCC2)c(=O)[nH]c1=O)c1ccccc1
  13.7	-10.1	-3.0	-0.8	110.4	-24.2	1452	nt	1	-4.7	0.9
> Nc1ccc([As](=O)(O)O)cc1
  -14.7	-5.5	-5.2	-0.8	106.9	-3.7	1446	nt	1	-3.4	1.1
> COc1ccc(N2C(=O)CC(=O)NC2=O)cc1
  9.7	0.4	-1.2	1.4	101.5	-3.0	1387	0.309	1	1.5	0.9
> CCN(CC)CC(=O)Nc1ccc(Cl)cc1C(=O)c1ccccc1
  nt	-1.7	-8.4	-5.9	104.6	-2.4	1422	nt	nt	1.6	nt

(more compounds)
Second line of a record – bIAP inh	STAT3 inh	PPARg SRC2 recr	PPARg SRC-1 ag	STAT3 activator	STAT1 blocker	TR-FRET SRC-2 ct	ROMK mod	TNAP act hi DEA	PPARg SRC3 recr	bIAP activator
> CNCC(O)c1ccc(O)cc1 (stereo not drawn)
  29.5	5.8	0.7	8.2	96.9	6.0	1367	0.735	1	-0.4	0.7
> CCN1CC2([N+](=O)[O-])CC=C(Cl)C([N+](=O)[O-])(C1)C2 (stereo not drawn)
  2.3	2.3	4.5	1.2	102.0	1.4	1555	0.634	1	0.2	1
> CSc1ccc(CNC(C)C(O)c2ccccc2)cc1 (stereo not drawn)
  -2.4	-0.8	-2.4	7.2	104.8	-6.5	1552	-0.553	1	3.1	1
> N=C1SCC(=O)N1Cc1ccccc1
  16.9	11.3	0.2	4.5	100.3	6.5	1720	-0.243	1	3.8	0.8
> CCc1sc(C(=O)N2CCC3(CC2)OCCO3)cc1Br
  17.5	17.7	6.9	3.4	90.3	10.7	1601	nt	1.1	1.7	0.8
> O=C(c1ccc2nc3ccc(Cl)cc3c(=O)n2c1)N1CCC2(CC1)OCCO2
  nt	-6.1	1.1	3.1	105.0	-1.1	1471	nt	nt	13.0	nt
> CCC(CC)C(=O)NC1CCSC1=O (stereo not drawn)
  3.9	-2.0	0.6	-2.2	102.7	-1.4	1428	nt	1	-7.5	1
> Cc1c(C(=O)N2CCC3(CC2)OCCO3)sc2ncnc(N3CCc4ccccc4C3)c12
  -16.5	6.3	1.8	-6.2	101.2	3.7	1614	-1.68	1.1	-3.8	1.2
> Cn1cc(C(=O)N2CCOCC2)c2ccccc21
  -1.7	-2.4	-5.2	4.1	103.2	-0.2	1547	0.00355	1.1	-6.5	1
> C=C(C)CN1CC[C@]23c4c5ccc(O)c4O[C@H]2c2[nH]c4ccccc4c2C[C@@]3(O)C1C5
  5.4	nt	-1.6	3.8	nt	nt	1614	nt	1.1	-0.5	0.9
> CC1(C)CN=C(Nc2ccc(F)c(F)c2)S1
  7.0	-4.6	0.1	-0.8	107.7	-1.4	1704	nt	1	10.4	0.9
> CC(C)C(=O)NC(Oc1ccccc1Cl)C(Cl)(Cl)Cl (stereo not drawn)
  5.3	0.3	-2.9	11.7	101.5	6.2	1650	-0.887	1	1.0	0.9
> CCOc1cc(C2NCc3ccccc3-n3cccc32)ccc1O (stereo not drawn)
  1.8	4.1	0.1	-3.3	105.1	1.9	1564	nt	1	-3.1	1
> C=CCN1C(=O)NC(=O)C(Cc2ccc(OC)c(OC)c2)C1=O (stereo not drawn)
  15.3	1.3	-1.8	1.5	102.5	4.9	1391	nt	1.1	6.9	0.8
> CC(C)OC(=O)c1c(N)n(Cc2ccco2)c2nc3ccccc3nc12
  nt	4.7	-3.2	-2.4	100.3	0.3	1493	-1.2	nt	-5.3	nt
> CN(C)C(=O)Oc1ccc(Cl)c2ccccc12
  -3.3	5.3	-6.5	-4.6	99.2	2.5	1475	0.056	1	5.4	1
> CC(C)OCCCNC(=O)c1c(N)n(CC2CCCO2)c2nc3ccccc3nc12 (stereo not drawn)
  -23.0	17.9	7.6	2.1	88.9	-2.3	1559	nt	1.1	-5.3	1.2
> O=C(c1ccc(Br)cc1)C12CN3CN(CN(C3)C1)C2
  8.8	5.3	5.7	5.3	96.9	-4.7	1537	0.14	1	-2.1	0.9

Single records, from the list above. Order of screens: bIAP inh, STAT3 inh, PPARg SRC2 recr, PPARg SRC-1 ag, STAT3 activator, STAT1 blocker, TR-FRET SRC-2 ct, ROMK mod, TNAP act hi DEA, PPARg SRC3 recr, bIAP activator
Entry for `C=C(C)CN1CC[C@]23c4c5ccc(O)c4O[C@H]2c2[nH]c4ccccc4c2C[C@@]3(O)C1C5` = 5.4, nt, -1.6, 3.8, nt, nt, 1614, nt, 1.1, -0.5, 0.9
Entry for `CC(C)C(=O)NC(Oc1ccccc1Cl)C(Cl)(Cl)Cl` (stereo not drawn) = 5.3, 0.3, -2.9, 11.7, 101.5, 6.2, 1650, -0.887, 1, 1.0, 0.9

This is a subset; count on the stated rates, not on these rows.
